Compound activity as filed in PubChem.
ALOX12 inhib: qHTS Assay for Inhibitors of 12-hLO (12-human lipoxygenase). Polyunsaturated fatty acid lipoxygenase ALOX12 (Homo sapiens), P18054. purified 12-hLO, xylenol orange hydroperoxide absorbance. Potency, µM (series often up to 57.1 µM), inactives show at the top dose activity change, negative = inhibition, actives largely listed as inhibitors. 150,000 tested, 0.12% active. AID 1452, 2008; also: potency is read from the fitted curve at half-maximal effect; nearly all actives have a fitted effect of over 55% in size; many of its hits are not listed in these tables
Target sequence (P18054 whole entry, looked up): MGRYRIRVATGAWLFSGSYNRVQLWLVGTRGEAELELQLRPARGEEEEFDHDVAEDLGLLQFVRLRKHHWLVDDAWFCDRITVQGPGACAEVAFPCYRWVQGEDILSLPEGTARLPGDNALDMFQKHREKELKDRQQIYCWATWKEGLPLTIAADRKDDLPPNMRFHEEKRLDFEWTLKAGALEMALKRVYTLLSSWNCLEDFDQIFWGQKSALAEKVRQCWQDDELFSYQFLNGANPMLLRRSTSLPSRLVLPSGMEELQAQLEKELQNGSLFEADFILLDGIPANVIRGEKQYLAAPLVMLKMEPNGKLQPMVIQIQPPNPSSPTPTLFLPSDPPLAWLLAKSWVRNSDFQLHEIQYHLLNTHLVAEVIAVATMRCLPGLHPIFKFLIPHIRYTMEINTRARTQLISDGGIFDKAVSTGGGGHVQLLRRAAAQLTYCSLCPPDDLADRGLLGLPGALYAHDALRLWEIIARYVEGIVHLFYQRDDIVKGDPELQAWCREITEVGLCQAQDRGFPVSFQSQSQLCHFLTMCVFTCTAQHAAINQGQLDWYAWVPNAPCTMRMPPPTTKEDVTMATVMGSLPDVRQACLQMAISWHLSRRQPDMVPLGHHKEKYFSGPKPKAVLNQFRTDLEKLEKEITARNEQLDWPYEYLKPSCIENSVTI
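Lipoxygenase turnover measured by absorbance at 573 and 405 nm after Fe-XO development. Human 12hLO 150 nM, arachidonate 40 uM, pH 7.0 Hepes buffer with detergent; 15 min compound preincubation, 30 min reaction.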
IMPase cell inh: qHTS Assay for Identifying the Cell-Membrane Permeable IMPase Inhibitors. inhibition (IP1 accumulation), % at 46.1 µM. 120,000 tested, under 10 active. Inositol monophosphatase 1 (Rattus norvegicus), P97697. CHO-M1 cells, IP1 accumulation, HTRF TR-FRET ratio; active = well fitted curve in the direction sought with a large enough effect in the signal ratio, not every such curve was filed as active; inconclusive = small, poorly fitted or top-dose-only effect, or a change in a side signal; inactive = no such curve, though single readings can be large or run the other way; the % refers to the signal ratio;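 also: cells stimulated with carbachol in lithium chloride buffer; plate controls were DMSO basal wells for no effect and reference inhibitor wells for full effect; higher means more IMPase inhibition seen as more IP1 and lower FRET ratio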
Target sequence (P97697 whole entry, looked up): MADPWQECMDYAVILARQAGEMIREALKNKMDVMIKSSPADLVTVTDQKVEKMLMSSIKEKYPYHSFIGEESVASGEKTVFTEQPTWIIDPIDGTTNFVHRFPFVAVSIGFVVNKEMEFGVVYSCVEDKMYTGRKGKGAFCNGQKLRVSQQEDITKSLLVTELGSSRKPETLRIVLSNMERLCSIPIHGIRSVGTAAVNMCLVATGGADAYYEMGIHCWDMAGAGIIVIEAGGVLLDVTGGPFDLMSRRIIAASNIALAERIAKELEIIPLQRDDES
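In this qHTS, compounds (final up to 46 uM) act on CHO-M1 cells that are then activated through the M1 receptor with carbachol, in pH 7.4 buffer containing 50 mM LiCl, for 30 min. IP1 accumulation is quantified by the IP-One immunoassay.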
ALOX15B inhib: qHTS Assay for Inhibitors of 15-hLO-2 (15-human lipoxygenase 2); Polyunsaturated fatty acid lipoxygenase ALOX15B (Homo sapiens), O15296; purified 15hLO-2, xylenol orange hydroperoxide absorbance; Potency, µM (top dose mostly 57.1 µM), inactives show top-dose activity change, negative = inhibition, actives largely listed as inhibitors; 110,000 tested, 0.56% active; also: potency is read from the fitted curve at half-maximal effect; nearly all actives have a fitted effect of over 60% in size; many of its hits are not listed in these tables
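Purified human 15hLO-2 (50 nM) preincubated 15 min with compound, then 45 uM arachidonic acid for 90 min at RT in 25 mM Hepes pH 7.5, 0.01% Triton X-100. Hydroperoxide detected by Fe-xylenol orange; 573/405 nm absorbance ratio.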
PNC assembly inh: High Content Assay for Compounds that inhibit the Assembly of the Perinucleolar Compartment. activity change (PNC), negative = inhibition, % at 10 µM. PC3M PTB-GFP, PNC prevalence imaging, 16 h; active compounds read low. AID 2417, 2010. 140,000 tested, 3.1% active;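 active = readout at or below -70, meaning at least 70% loss of cells showing the perinucleolar compartment, a nuclear body marking cancer cells; inconclusive = readout between -30 and a set limit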;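 also: plate controls were DMSO wells for no effect and camptothecin positive control wells for full effect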
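PC3M cells stably expressing PTB-GFP, 750–1000 cells/well, treated 16 h at 37 °C with compound (23 nl of library stock), in duplicate. After paraformaldehyde fixation and Hoechst stain, imaged at 20x; PNC prevalence scored by image analysis.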
Numbers without * were called inactive; [ ] = remark or other dose. Unless noted, calls follow the shape of the dose curve; as a rule, active = well fitted curve in the direction sought with a large enough effect; inconclusive = small, poorly fitted or top-dose-only effect, or another doubt; inactive = no such curve, though single readings can be large; an effect the other way counts as inactive or inconclusive. Unless noted, % is scaled to controls: 0 for no effect and ±100 for the full control effect.

Results for Cc1ccc(-c2csc(NC(=O)CSc3ncn(-c4ccccc4)n3)n2)cc1 ?
ALOX12 inhib: 0.6%; IMPase cell inh: -0.9; ALOX15B inhib: 12.8%[2.29 µM]; PNC assembly inh: -22.8

Results for Cc1ccc(C2=NC(C)(C)N=C2SCC(=O)Nc2ccc(Cl)cc2)cc1 ?
ALOX12 inhib: -18.5%; IMPase cell inh: 1.3; ALOX15B inhib: 14.8%; PNC assembly inh: 33.8

Results for CCOC(=O)CCCN ?
ALOX12 inhib: -2.9%[11.4 µM]; ALOX15B inhib: -5.6%[11.4 µM]

Results for CCn1ncc(/C=N\NC(=O)Cc2ccc([N+](=O)[O-])cc2)c1C ?
ALOX12 inhib: 1.9%; PNC assembly inh: -15.9

Results for O=C(CCS(=O)(=O)c1ccccc1)Nc1cccc(-c2nc3ccccc3s2)c1 ?
ALOX12 inhib: -8.1%; PNC assembly inh: 3.8

Results for O=C(N/N=C/c1cccc(F)c1)c1c(O)c2c([nH]c1=O)CCCC2 ?
ALOX12 inhib: -1.3%; PNC assembly inh: -114.2*

Results for O=C(CSc1nnc(Cc2csc(Nc3cccc(Cl)c3)n2)o1)N1CCc2ccccc21 ?
ALOX12 inhib: -2.4%; IMPase cell inh: 3.4; ALOX15B inhib: -5.8%; PNC assembly inh: 9.6

Results for CCOC(=O)c1c(CN2CCN(C)CC2)oc2ccc(O)cc12 ?
ALOX12 inhib: 2.3%; IMPase cell inh: -2.5; ALOX15B inhib: 1.0%; PNC assembly inh: -7.1

What do the screens show for `Cc1c(NC(=O)c2cc3nc(-c4ccccc4)cc(C)n3n2)c(=O)n(-c2ccccc2)n1C`?
ALOX12 inhib: 4.1%; IMPase cell inh: 3.7; ALOX15B inhib: -6.7%; PNC assembly inh: inconclusive

What do the screens show for `COc1ccccc1NC(=O)NCCN1C(=O)C2C3C=CC(C3)C2C1=O` (stereo not given)?
ALOX12 inhib: 2.8%; IMPase cell inh: 7.4; ALOX15B inhib: 7.5%; PNC assembly inh: inconclusive

What do the screens show for `CCOC(=O)c1[nH]c2ccccc2c1NC(=O)c1ccc(S(=O)(=O)N(C)C)cc1`?
ALOX12 inhib: -0.7%; PNC assembly inh: 63.8

How did CC(OC1=CC(=O)CCC1)C(=O)c1ccccc1 (stereo not given) do in these assays?
ALOX12 inhib: -2.0%; IMPase cell inh: -4.8; ALOX15B inhib: -5.1%; PNC assembly inh: 18.8

Results for COC(=O)C1=C(C)Nc2nnnn2C1c1ccccc1Cl (stereo not given) ?
ALOX12 inhib: 4.2%; IMPase cell inh: -14.1; PNC assembly inh: inconclusive

What do the screens show for `CC(/C=C/c1ccccc1)=N/NC(=O)c1cnccn1`?
ALOX12 inhib: -2.9%; IMPase cell inh: 5.1; PNC assembly inh: 38.0

What do the screens show for `CCOC(=O)C1=C(O)C(=O)N(c2ccc(S(N)(=O)=O)cc2)C1c1ccc(Cl)cc1` (stereo not given)?
ALOX12 inhib: 3.5%; IMPase cell inh: -3.0; ALOX15B inhib: 12.3%; PNC assembly inh: 17.3

How did CN(C)c1oc(-c2ccc(OCc3ccccc3)cc2)nc1C#N do in these assays?
ALOX12 inhib: -7.3%; IMPase cell inh: 5.1; ALOX15B inhib: -0.8%; PNC assembly inh: 54.7

How did COc1cc(OC)c2ccc(=O)oc2c1C(CCN1CCOCC1)c1ccc2c(c1)OCO2 (stereo not given) do in these assays?
ALOX12 inhib: -1.0%[0.00818 µM]; ALOX15B inhib: 21.0%[0.0915 µM]

Results for O=C(NC1CCCCC1)N(CCN1CCOCC1)Cc1cc2cc3c(cc2[nH]c1=O)OCCO3 ?
ALOX12 inhib: -2.3%; IMPase cell inh: 0.7; ALOX15B inhib: 3.4%; PNC assembly inh: 15.8

What do the screens show for `CC(C)Nc1nc(C#N)nc(NC(C)C)n1`?
ALOX12 inhib: -2.4%; IMPase cell inh: 9.5; ALOX15B inhib: 2.4%; PNC assembly inh: -8.8

How did N#CC12CCCCC1CC1CCCCC1(C#N)N2CCO (stereo not given) do in these assays?
ALOX12 inhib: 5.3%; IMPase cell inh: 2.7; ALOX15B inhib: 2.1%; PNC assembly inh: 4.4

Results for O=C(CC1C(=O)N(c2ccccc2)C(=O)N1C1CCCCC1)Nc1ccccc1 (stereo not given) ?
ALOX12 inhib: 1.7%; IMPase cell inh: -7.0; ALOX15B inhib: -4.0%; PNC assembly inh: 21.6

How did N#Cc1cc2c(nc1SCC(=O)N1CCOCC1)CCCCC2 do in these assays?
ALOX12 inhib: -9.8%; IMPase cell inh: 2.9; ALOX15B inhib: -0.2%; PNC assembly inh: -24.6

What do the screens show for `COc1ccccc1NC(=O)Cn1cnc2c(cnn2-c2ccccc2)c1=O`?
ALOX12 inhib: -6.9%; IMPase cell inh: -5.1; ALOX15B inhib: -0.9%; PNC assembly inh: -15.2

How did C[C@@]12C(=O)OC(=O)[C@@]1(C)C1CCC2O1 do in these assays?
ALOX12 inhib: 2.0%; ALOX15B inhib: 8.1%

How did CCCn1nnc(NC(=O)c2ccc(-c3cccc(Cl)c3)o2)n1 do in these assays?
ALOX12 inhib: -10.7%; IMPase cell inh: -1.8; ALOX15B inhib: inconclusive; PNC assembly inh: 13.4

What do the screens show for `c1ccc(Nc2nc(-c3ccncc3)nc3ccccc23)cc1`?
ALOX12 inhib: -2.6%; IMPase cell inh: -1.5; PNC assembly inh: 5.2

Results for O=C(NCC1CCCO1)c1ccc(S(=O)(=O)N2CCC(c3nc4ccc(Cl)cc4[nH]3)CC2)cc1 (stereo not given) ?
ALOX12 inhib: -1.0%; IMPase cell inh: 4.0; PNC assembly inh: -100.0*

What do the screens show for `COc1ccc(NC(=S)NCc2ccc3c(c2)cc(C)n3C)cc1`?
ALOX12 inhib: inconclusive; PNC assembly inh: 35.2

How did Cc1ccc(C(=O)OCC2OC3OC(C)(C)OC3C2O)cc1 (stereo not given) do in these assays?
ALOX12 inhib: 2.8%; IMPase cell inh: 5.9; PNC assembly inh: -29.6

Results for CCCn1c(N)c(C(c2ccc(C(=O)OC)cc2)N2CCN(c3ccccc3)CC2)c(=O)[nH]c1=O (stereo not given) ?
ALOX12 inhib: -6.0%; IMPase cell inh: -3.1; ALOX15B inhib: -0.8%; PNC assembly inh: -17.7

How did COC(=O)c1ccc(/C=N\n2c(C)nnc2C)cc1 do in these assays?
ALOX12 inhib: -4.8%; IMPase cell inh: -1.2; ALOX15B inhib: 5.6%; PNC assembly inh: inconclusive

What do the screens show for `CC1CC2=C(C(=O)O1)C(c1ccccc1)Nc1ccccc1N2` (stereo not given)?
ALOX12 inhib: -2.7%; PNC assembly inh: 15.2

Results for Cc1ccc(CNC(=O)c2cc3c(=O)n(C)c4ccccc4c3n2C)cc1 ?
ALOX12 inhib: 4.0%; IMPase cell inh: inconclusive; ALOX15B inhib: -11.4%; PNC assembly inh: -8.5

What do the screens show for `CCn1c2ccc(Cl)cc2c2nc3ccccc3nc21`?
ALOX12 inhib: -15.6%; IMPase cell inh: -3.3; ALOX15B inhib: -0.1%; PNC assembly inh: 27.8

What do the screens show for `Cc1cc(C)c2nc(NC(=O)c3ccc4c(=O)n5c(nc4c3)CCCCC5)sc2c1`?
ALOX12 inhib: 6.7%; IMPase cell inh: 2.0; PNC assembly inh: -18.3

What do the screens show for `Cc1cc(C)c(S(=O)(=O)N2CCCOC2CNC(=O)C(=O)NCc2ccco2)c(C)c1` (stereo not given)?
ALOX12 inhib: -2.8%; PNC assembly inh: 8.0

What do the screens show for `c1ccc(CN2CN=C(Nc3nc4ccccc4s3)NC2)cc1`?
ALOX12 inhib: 2.4%; IMPase cell inh: -0.5; ALOX15B inhib: 15.5%; PNC assembly inh: inconclusive

How did Cc1noc(C)c1CSc1nnc(C)c(=O)[nH]1 do in these assays?
ALOX12 inhib: 2.6%; IMPase cell inh: -4.5; PNC assembly inh: 23.8

What do the screens show for `CCOC(=O)c1ccc(S(=O)(=O)NC2CCCCCCC2)n1C`?
ALOX12 inhib: 1.2%; IMPase cell inh: -0.6; ALOX15B inhib: -0.6%; PNC assembly inh: -8.1

Results for Cc1ccc(-n2nnnc2SCC(=O)N2CCc3ccccc3C2)cc1 ?
ALOX12 inhib: -4.5%; IMPase cell inh: -10.5; PNC assembly inh: -100.0*

How did NS(=O)(=O)c1ccc(NC(=S)NCc2cccc(Cl)c2)cc1 do in these assays?
ALOX12 inhib: -4.9%; IMPase cell inh: -0.8; PNC assembly inh: -24.1

What do the screens show for `Cc1ccc(-n2c(CSc3nc(C)cc(C)n3)nnc2SCC(=O)N2CCCC2)cc1`?
ALOX12 inhib: -7.1%; IMPase cell inh: -1.7; ALOX15B inhib: 6.2%; PNC assembly inh: -100.0*

How did N#CCCNc1ccc(OCCC#N)cc1 do in these assays?
ALOX12 inhib: -2.8%; IMPase cell inh: 3.4; ALOX15B inhib: -3.1%; PNC assembly inh: inconclusive

Results for Oc1ccc(O)c2c(O)cccc12 ?
ALOX12 inhib: -2.5%; ALOX15B inhib: 12.6µM*

How did CCOC(=O)N1CCN(C(=O)C2CCC(=O)N2C(C)C)CC1 (stereo not given) do in these assays?
ALOX12 inhib: -4.6%; IMPase cell inh: 4.5; ALOX15B inhib: 8.4%; PNC assembly inh: 23.7

Results for COc1cccc(C(=O)CSc2nc3ccccc3n2CC(=O)N(C(C)C)C(C)C)c1 ?
ALOX12 inhib: 3.6%; IMPase cell inh: -6.2; PNC assembly inh: -100.0*

How did Cc1c(N=C2NC(=O)C(CC(=O)Nc3ccccc3)S2)c(=O)n(-c2ccccc2)n1C (stereo not given) do in these assays?
ALOX12 inhib: -9.9%; IMPase cell inh: 12.6; ALOX15B inhib: -4.9%; PNC assembly inh: inconclusive

Results for COc1ccc(S(=O)(=O)N2CCC(C(=O)NCC(c3cccs3)N(C)C)CC2)cc1 (stereo not given) ?
ALOX12 inhib: -6.6%; IMPase cell inh: 8.9; ALOX15B inhib: -3.4%; PNC assembly inh: inconclusive

Results for COc1cccc(COc2nc3c(c(=O)n(C)c(=O)n3C)n2C)c1 ?
ALOX12 inhib: -0.8%; IMPase cell inh: -3.4; ALOX15B inhib: -0.5%; PNC assembly inh: 50.8

Results for O=c1c(CCc2ccccc2)nc2cnc(Oc3ccccc3)nc2n1C[C@H]1CCCO1 ?
ALOX12 inhib: 12.6%; ALOX15B inhib: 14.6%

Results for CCOC(=O)N1CCN(S(=O)(=O)c2cc(Br)cnc2N)CC1 ?
ALOX12 inhib: -2.0%; IMPase cell inh: -1.6; ALOX15B inhib: -3.0%; PNC assembly inh: -0.6

What do the screens show for `COc1ccc2[nH]c3cc4c(=O)c5cc(OC)ccc5[nH]c4cc3c(=O)c2c1`?
ALOX12 inhib: 2.6%[11.4 µM]; ALOX15B inhib: -3.1%[11.4 µM]

Results for COc1ccc(C(c2sc3nc(C)nn3c2O)N2CCN(Cc3ccccc3)CC2)cc1OC (stereo not given) ?
ALOX12 inhib: 2.2%; IMPase cell inh: 2.0; ALOX15B inhib: 2.8%; PNC assembly inh: -12.5

Results for CCc1ccc(-c2nc(CN3CCC(C(=O)NCc4ccccc4OC)CC3)c(C)o2)cc1 ?
ALOX12 inhib: -6.0%; IMPase cell inh: inconclusive; ALOX15B inhib: 36.4%[activator]; PNC assembly inh: -97.5*

Results for Cc1cc(C(=O)Nc2ccc(S(=O)(=O)Nc3nccs3)cc2)c(C)o1 ?
ALOX12 inhib: -6.2%; IMPase cell inh: inconclusive; ALOX15B inhib: -1.1%; PNC assembly inh: 39.9

This is a subset; rates above refer to the full screens.
